Assay outcomes: PubChem BioAssay, National Center for Advancing Translational Sciences (NCATS)
ERK EGF inh = qHTS Assay for Inhibitors of the ERK Signaling Pathway using a Homogeneous Screening Assay; Stimulation with EGF. HEK293-V1b, EGF-stimulated phospho-ERK AlphaScreen. Potency, µM (series often up to 11.5 µM), inactives show top-dose activity change, negative = inhibition, actives largely listed as inhibitors. 130,000 tested, 0.41% active. AID 1454, 2008; active means well fitted inhibition curve with a large enough effect; inconclusive means small, poorly fitted or top-dose-only effect, or effect the other way;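 further: plate controls were stimulated vehicle wells for no effect and unstimulated vehicle basal for full effect; nearly all actives have a fitted effect of over 55% in size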
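Readout: AlphaScreen signal for phosphorylated ERK in lysed HEK293 cells stably expressing V1b. Stimulus 25 nM EGF, 5 min, following 30 min compound exposure. Data scaled to DMSO basal and full EGF activation.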
Numbers without * were called inactive; ? = inconclusive; [ ] = another dose, or the depositor's remark. Potency means the concentration at half of the fitted maximal effect. An excerpt, so the mix of outcomes need not match the whole.

structure	ERK EGF inh
O=C(NC1CCCCC1)C(c1ccc(F)cc1)N(Cc1cccs1)C(=O)CN1C(=O)c2ccccc2S1(=O)=O (stereo unspecified)	2.9%
O=C(O)/C=C/C(=O)N(CC1CCCO1)C1CC(=O)N(c2c(Cl)cccc2Cl)C1=O (stereo unspecified)	9.4%[57.5 µM]
Cc1cc(-c2nnc(SCC(=O)c3ccc(Cl)cc3)o2)no1	7.9%
O=C1c2cccc3c(N4CCCCC4)ccc(c23)C(=O)N1c1ccc(O)cc1	-3.7%
COc1ncc2nc(-c3cccs3)c(=O)n(-c3ccccc3)c2n1	-9.1%
O=C(O)CCn1[nH]c(=O)ccc1=O	6.5%
CCOC(=O)C1(Cc2cccc(F)c2)CCN(C(=O)C2CCC2)CC1	-11.4%
CCC(C)(C)NC(=O)C(c1ccc(C)cc1)N(CCN1CCOCC1)C(=O)CNC(=O)c1cccs1 (stereo unspecified)	-1.3%
Cc1cc2nc(CS(=O)(=O)c3ccccc3)cc(=O)n2[nH]1	1.7%
CN(C)/C=N/S(=O)(=O)c1cccn1-c1ncc(C(F)(F)F)cc1Cl	-6.8%
C=CCNC(=S)N/N=C/c1ccc(-c2ccc(Br)cc2)o1	4.0%
COc1ccc(CCNC(=O)COC(=O)c2ccc(N3CCCC3=O)cc2)cc1	0.8%
CC12CCC(C(=O)Nc3cc(F)ccc3F)(CC1=O)C2(C)C (stereo unspecified)	-8.1%
O=C(CCC(=O)NNc1nc2ccccc2c2nc(-c3ccccc3)nn12)NCCCN1CCCC1=O	3.2%
Cc1ccc(NC(=O)CSc2ncccc2C(=O)Oc2cccc([N+](=O)[O-])c2)cc1Cl	4.4%
CC(NS(C)(=O)=O)C(c1cccs1)N1CCN(c2ccccc2)CC1 (stereo unspecified)	-5.2%
O=C(c1ccco1)N1CCN(C(c2ccc(Cl)cc2)c2nnnn2Cc2ccccc2)CC1 (stereo unspecified)	-4.7%
Nc1cc2c(cc1C(=O)c1ccccc1F)OCCO2	-5.3%
CS(=O)(=O)N1CCN(c2ccc([N+](=O)[O-])cc2F)CC1	-5.2%
Cc1cccc(C(=O)OC(C)CN2CCN(C)CC2)c1 (stereo unspecified)	2.3%
COc1ccc(/C=N/n2c(-c3n[nH]c4c3CCC4)n[nH]c2=S)cc1	-1.7%[57.5 µM]
O=C(Cc1ccc(F)cc1)N/N=C/c1ccncc1	6.0%
CCCCC(CC(O)COCC(C)C)C(=O)NNC(=S)Nc1ccccc1 (stereo unspecified)	-5.6%
COc1ccccc1NC(=O)NCCN1CCN(C(=O)Nc2ccccc2OC)CC1	-6.7%
CC(C)[C@H](NC(=O)c1ccc(F)cc1)C(=O)NC1=NCCS1	5.8%
CC1(C)CC(=O)C(C=NCCN2CCN(C(=O)c3ccc(Br)cc3)CC2)=C(O)C1	6.4%
CS(=O)(=O)N1CCN(C(=O)COc2ccccc2)CC1	-4.5%
COC(=O)C(C)(C)ONC(=O)Nc1ccc(Br)cc1	-5.2%
Cc1c(NC(=O)c2ccc(S(=O)(=O)N3CCOCC3)cc2)c(=O)n(-c2ccccc2)n1C	-7.9%[57.5 µM]
O=[N+]([O-])c1c(Nc2ccccn2)cc(Cl)c2nonc12	14.1µM*
Cc1cccc(NC(=O)c2sc(Cl)nc2C)c1C	15.7%
CCOC(=O)c1ccccc1N=N/C(C(C)=O)=C(/C)O	14.9%
Cc1ccc(NC(=O)c2ccccc2F)cc1S(=O)(=O)N1CCCCCC1	0.0%
Cc1ccc(C(=O)NCC(=O)OCC(=O)/C=C2\N(C)c3ccccc3C2(C)C)cc1C	?
Cc1[nH]c(=O)c(C#N)cc1-c1ccc2nccn2c1	-7.5%
CCCCn1nc(C(=O)Nc2nc3c(s2)CCCC3)c2ccccc2c1=O	0.2%
NC(=S)NNC(=O)c1cccc(Cl)c1	19.7%[57.5 µM]
COc1ccc(-c2cc(C(F)(F)F)nc(SCC(=O)NCc3cnn(C)c3C)n2)cc1OC	-12.2%
O=[N+]([O-])c1cc(S(=O)(=O)N2CCCC2)ccc1NN=C1CCCCC1	-2.0%
Cc1ccc(CN2CCSc3ccc(C(=O)NC4CCN(Cc5ccccc5)CC4)cc32)cc1	4.3%
COC(=O)c1c(NC(=O)C2C3CCC(C3)C2C(=O)O)sc2c1CCCCC2 (stereo unspecified)	-3.3%
CCOc1ccc(-n2c(-c3ccc(Cl)cc3)c[n+]3c2SCC3)cc1	5.4%
C=C(C)Cn1c(N2CCC(Cc3ccccc3)CC2)nc2c1c(=O)[nH]c(=O)n2C	1.6%
Cc1nc2ccccc2nc1OCC(=O)Nc1ccc2ccccc2c1	2.0%
COC(=O)c1ccccc1OCCCCN1CC(C)OC(C)C1 (stereo unspecified)	-12.7%
NC(=S)n1[nH]c(-c2ccc([N+](=O)[O-])cc2)c(N=Nc2cccc([N+](=O)[O-])c2)c1=O	?
C/C(Cc1ccccc1)=N\NC(=O)CNC(=O)c1ccc(Br)cc1	-6.7%
O=C(NCC1CCCO1)c1ccc(CNS(=O)(=O)c2ccc(F)c(Cl)c2)cc1 (stereo unspecified)	1.9%
Cc1ccsc1/C=N/Nc1nc2ccccc2s1	14.3%
CCCN(Cc1nnc(-c2ccccc2Cl)o1)C(=O)c1cc([N+](=O)[O-])cc([N+](=O)[O-])c1	5.5%
CC1CN(CC(O)COC2CCC(C(C)(C)C)CC2)CC(C)O1 (stereo unspecified)	4.0%
Cc1nnc(SCc2nc3sc4c(c3c(=O)[nH]2)CCCC4)n(N)c1=O	-8.2%[57.5 µM]
C=CCNC(=S)N1CCOCC1	-10.3%
CC(C)(C)Nc1nc(Cl)nc(NCCN2CCOCC2)n1	-1.5%[57.5 µM]
COc1ccc(-c2nc(CN3CCN(c4ncnc5ccccc45)CC3)c(C)o2)c(OC)c1	?
Cn1nc(-c2ccc(Cl)cc2)cc1NC(=O)Nc1ccccc1	-1.0%[57.5 µM]
COc1ccc(/C=C(\NC(=O)c2ccccc2)C(=O)NC2CCS(=O)(=O)C2)cc1 (stereo unspecified)	-0.3%[57.5 µM]
N#Cc1nc(Cl)c(Cl)c(NN)c1Cl	10.7%[57.5 µM]
CCOC(=O)c1cnc(Nc2nc3ccccc3o2)nc1CSC(=S)N1CCCCC1	1.0%
O=C(NCC(=O)N(c1cccnc1)C(C(=O)NC1CCCC1)c1cccs1)c1cccs1 (stereo unspecified)	9.0%

A second format for 3 compounds above.
molecule: CCOC(=O)c1cnc(Nc2nc3ccccc3o2)nc1CSC(=S)N1CCCCC1
  ERK EGF inh = 1.0%

molecule: CC(C)(C)Nc1nc(Cl)nc(NCCN2CCOCC2)n1
  ERK EGF inh = -1.5%[57.5 µM]

molecule: Cn1nc(-c2ccc(Cl)cc2)cc1NC(=O)Nc1ccccc1
  ERK EGF inh = -1.0%[57.5 µM]

Further entries.
structure	ERK EGF inh
S=C(NC1CCCCC1)N1CCOCCOCCN(C(=S)NC2CCCCC2)CCOCC1	6.4%[57.5 µM]
COC(=O)[C@@]1(Cc2ccc(OC)cc2)[C@H]2c3cc(C(=O)N(C)C)n(Cc4cccc5ccccc45)c3C[C@H]2CN1C(=O)c1ccccc1	-9.6%
CC(C)CCC(C(=O)O)C(C)CC(=O)Nc1ccn(-c2ccccc2)n1 (stereo unspecified)	0.6%[57.5 µM]
Cc1cc(N2CCCC2)nc2ccc(NC(=S)NCCCN3CCC(C)CC3)cc12	-5.1%
Cc1noc(C)c1C(=O)N1CCC2(CCCN(C(=O)NC(C)C)C2)CC1	4.7%
CC(=O)Nc1ccc(SCC(=O)c2cc(C)n(-c3ccccc3F)c2C)cc1	?
Cc1cc(C)nc(NC(=NCCc2c[nH]c3ccccc23)NC(=O)Nc2ccc(Cl)cc2)n1	-2.5%
Cc1c2c(nc3ccccc13)-c1cccc(=O)n1C2	4.9%
COc1cccc(-c2n[nH]c3c2CCC3)c1	6.7%
OB(O)c1ccc(B(O)O)cc1	0.3%
COc1cc(S(=O)(=O)Nc2ccc(C)cc2)ccc1NC(=O)c1ccncc1	-1.2%
COc1ccc(C(=O)CCN2CCN(c3ccccc3F)CC2)cc1	-5.3%
C#CCOCCOCCOCCNc1nc(N2CCN(C(=O)[C@H](Cc3cc4ccccc4[nH]3)n3cc([C@@H](N)C(C)CC)nn3)CC2)nc(N2CCN(C(=O)[C@H](CCCCN)n3cc([C@@H](N)CO)nn3)CC2)n1 (stereo partly specified)	-7.7%[57.5 µM]
Clc1cccc(Nc2nc(-c3ccncc3)nc3ccccc23)c1	-1.3%[57.5 µM]
C=CCNc1nc(Nc2ccccc2F)nc(OCC)n1	-6.7%

The results go on.
Molecule	ERK EGF inh
Cc1ccc(CNC(=O)CN(Cc2cccs2)C(=O)C2(C)CC(=O)N=C3C=CC=CN32)cc1 (stereo unspecified)	5.4%
C=C1C(O)C[C@H]2C(=C)CCC3[C@H](OC(=O)[C@]3(O)CO)[C@@H]12 (stereo partly specified)	-13.0%
N#C/C(=C\Nc1ccc2cn[nH]c2c1)c1nc(-c2ccccc2)cs1	-6.3%
CC(=O)c1ccc2c(c1)OCCOCCOCCOCCO2	-24.0%[57.5 µM]
O=C(NCc1cccs1)C1CCC(CNS(=O)(=O)c2ccccc2)CC1 (stereo unspecified)	-9.0%
COc1ccc(-c2cn(-c3ccc(Br)cc3)c3[n+]2CCS3)cc1	4.8%
Cc1nc(C(=O)NNC(=O)c2cccc(Cl)c2)c(C(F)(F)F)o1	-3.5%[57.5 µM]
Cc1cccc(N(C(=O)CCC(=O)Nc2cc(C)on2)C(C(=O)NC2CCCC2)c2ccc(C)o2)c1 (stereo unspecified)	0.2%
COc1cc(C(=O)NCCOc2ccccc2C)c(Br)c(OC)c1OC	12.4%
C/C(=N\NC(=O)c1ccc(CSc2nncn2C)cc1)c1ccc2ccccc2c1	4.2%
O=c1[nH][nH]c(-c2ccccc2)c1C=Nc1ccc(C(F)(F)F)cc1	-9.1%
O=C(O)/C=C/c1coc2ccccc2c1=O	-1.9%
Cc1cc(Cl)ccc1NC(=S)N1CCN(Cc2ccc3c(c2)OCO3)CC1	7.4%
Cc1cc(N/N=C/c2ccccc2[N+](=O)[O-])nc(-n2nc(C)cc2C)n1	-4.9%[57.5 µM]
CC1CCN(C(=O)CCc2ccc(Oc3cc([N+](=O)[O-])cc([N+](=O)[O-])c3)cc2)CC1	?

Quoted at random: two compounds from above
Molecule	ERK EGF inh
CC1CCN(C(=O)CCc2ccc(Oc3cc([N+](=O)[O-])cc([N+](=O)[O-])c3)cc2)CC1	?
COc1cccc(-c2n[nH]c3c2CCC3)c1	6.7%

Next records follow:
Molecule	ERK EGF inh
Cc1ccn2cc(-c3cccc(NC(=O)C(C)C)c3)nc2c1	1.7%
O=C(NC1CCCCC1)C(c1cccs1)N(C(=O)c1ccccn1)c1ccccc1 (stereo unspecified)	9.8%
COC(=O)c1ccc(C(=O)Nc2nnc(-c3cccnc3)o2)cc1	-8.3%
CCOCCCNC(=O)C(c1ccc(C)cc1)N(Cc1cccs1)C(=O)c1ccccc1O (stereo unspecified)	-0.6%[57.5 µM]
COCCNC(=O)c1ccccc1NS(=O)(=O)c1ccc(C)c([N+](=O)[O-])c1	8.1%
O=S(=O)(Nc1ccc(Cl)cc1)c1ccc(N2CCOCC2)c(NC(=S)NC2CC2)c1	-1.5%
O=C(COC(=O)c1ccc(NS(=O)(=O)c2ccc(Br)s2)cc1)NC1CCCC1	2.1%
COCCCN(C(=S)NC(=O)C(C)(C)C)c1c(N)n(Cc2ccccc2)c(=O)[nH]c1=O	-15.0%[57.5 µM]
O=C(NNC(=O)c1c(F)cccc1F)c1sccc1-n1cccc1	-3.2%
CC(=O)c1cccc(NC(=O)COC(=O)COc2ccc(Cl)cc2)c1	11.2%
Clc1ccccc1CSC1=NCCN1	-5.6%
N=C1C(c2ccccc2)=C(O)CN1CCO	-5.6%[57.5 µM]
Cc1c(C(=O)O)sc2nc(SCC(=O)Nc3ccc(S(=O)(=O)NCCCC(=O)O)cc3)[nH]c(=O)c12	4.7%
NS(=O)(=O)c1cccc(NC(=O)COC(=O)c2cc(Cl)ccc2[N+](=O)[O-])c1	-8.0%[57.5 µM]
C=CCN1C(=O)C(O)(CC(=O)c2ccccn2)c2ccccc21 (stereo unspecified)	-0.6%
O=C(COc1ccccc1)Nc1ccncc1	-2.5%
COCCOC(=O)c1c(C)oc2ccc(NS(=O)(=O)c3cccs3)cc12	-1.4%
Cc1c(C=O)c2ccccc2n1CC(=O)O	-2.7%
C=CCOC(=O)/C(=C\C=C\c1ccccc1)NC(=O)c1ccccc1	11.9%
COc1ccc(OCCC(=O)OCC(=O)Nc2cccc(Br)c2)cc1	4.8%
COc1ccccc1NC(=O)CSc1nnc(CCC(=O)Nc2ccccc2F)n1C	4.0%[57.5 µM]
CNC(=O)c1cc2ccccc2o1	1.4%
Cc1c(C(=O)NCCO)sc2nc3n(c(=O)c12)CCC3	2.1%
S=C(Nc1cccc(Br)c1)c1ccccc1	12.1%
CCc1ccc(NC(=S)/N=C(\N)Nc2nc(C)c3cc(CC)ccc3n2)cc1	-23.2%
Nc1ncnc2c1ncn2Cc1ccccc1	5.8%

Sorted by value in ERK EGF inh (high to low): six from the list above
canonical_smiles	ERK EGF inh
S=C(Nc1cccc(Br)c1)c1ccccc1	12.1%
C=CCOC(=O)/C(=C\C=C\c1ccccc1)NC(=O)c1ccccc1	11.9%
Nc1ncnc2c1ncn2Cc1ccccc1	5.8%
Cc1c(C(=O)NCCO)sc2nc3n(c(=O)c12)CCC3	2.1%
O=C(COc1ccccc1)Nc1ccncc1	-2.5%
Cc1c(C=O)c2ccccc2n1CC(=O)O	-2.7%
